Assay outcomes (PubChem BioAssay)
Ba/F3 V617F tox: reduced viability of JAK2V617F-dependent Ba/F3 cells, primary screen, JAK2V617F inhibitor project, cell-based, Ba/F3 EpoR-JAK2V617F, luminescence; inhibition, % at 5.6 µM; ATP luminescence; AID 1446, 2008; 1.1% of 220,000 active;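 active = inhibition above the campaign mean plus 3 SD over all tested compounds, cut at about 24% in these data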;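 note: cytokine-independent growth of Ba/F3 cells driven by EpoR plus mutant JAK2; 0% = DMSO-treated cells and 100% = JAK inhibitor I control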
m-calpain inh: inhibitors of pig calpain II, primary screen, biochemical, fluorogenic peptide substrate, 1536-well; purified calpain II, 30 min; AID 1236, 2008; 0.37% of 220,000 active; inhibition, % at 16 µM;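 active = inhibition above about 50%, limit read from the data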
PERK inh: block of dimerizer-induced PERK translation repression, primary screen, PERK inhibitor project, CHO PERK-DD cells, SEAP luminescence, HTS; Eukaryotic translation initiation factor 2-alpha kinase 3 (Homo sapiens), Q9NZJ5; CHO PERK-DD fusion, SEAP luminescence translation reporter; inhibition, % at 5.6 µM; 0.17% of 220,000 active;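 active = inhibition above the mean inhibition of all tested compounds plus 3 SD, set separately per screening campaign, cut at about 2.9% in these data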;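 note: PERK kinase domain activated by AP20187 dimerizer at 100 nM; 0% = DMSO with dimerizer and 100% = rapamycin at 8.4 µM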
TRPML3 agonist: human TRPML3 channel agonists, primary screen, cell-based, HEK293 TRPML3-YFP, Fluo-8 calcium fluorescence, 3 µM | 0.29% of 220,000 active | activation, % at 3 µM | 100% = the carbachol control signal | Mucolipin-3 (Homo sapiens), Q8TDD5;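 active = activation above its plate's cutoff, the mean activation of the plate's test wells plus 3 SD, cut at about 12% in these data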;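 note: 0% = DMSO only wells and 100% = carbachol wells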
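system = HEK293 cells stably carrying human TRPML3-YFP | doses = one concentration, 3 µM nominal, 0.3% DMSO | timing = dye loading 1 h 37 °C then 30 min ambient, 125 s read | detection = Fluo-8 calcium dye fluorescence, ex 470-495, em 515-575 nm | benchmarks = high control carbachol 87 µM, low control DMSO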
zfTRPN1 agonist: zebrafish TRPN1 channel agonists, primary screen, cell-based, HEK293, calcium fluorescence; 0.18% of 220,000 active; activation, % at 3 µM; transient receptor potential cation channel N1 (TRPN1/NompC), Danio rerio; HEK293 zebrafish TRPN1-YFP, Fluo-8 calcium fluorescence; 100% = response to 87 µM carbachol;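 active = activation above its plate's cutoff, the mean activation of test wells on that plate plus 3 SD, cut at about 19% in these data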;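 note: 0% = DMSO alone and 100% = 87 µM carbachol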
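Material – zebrafish TRPN1-YFP in HEK293 cells · Doses – 3 µM single point · Schedule – dye 1 h 37 °C plus 30 min RT · Signal – Fluo-8 calcium fluorescence, excitation 470-495 nm, emission 515-575 nm · Read-out – % activation versus carbachol response · Control set – carbachol high, DMSO low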
S1P4 agonist: S1P4 receptor agonists, primary screen, cell-based. Sphingosine 1-phosphate receptor 4 (Homo sapiens), O95977. S1P4-expressing cell line, agonist reporter assay. activation, % at 4.98 µM. 0.35% of 220,000 active. AID 1509, 2009; in the data active = activation above about 11%;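 note: 0% = DMSO vehicle and 100% = reference agonist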
Target sequence (O95977 whole entry, looked up): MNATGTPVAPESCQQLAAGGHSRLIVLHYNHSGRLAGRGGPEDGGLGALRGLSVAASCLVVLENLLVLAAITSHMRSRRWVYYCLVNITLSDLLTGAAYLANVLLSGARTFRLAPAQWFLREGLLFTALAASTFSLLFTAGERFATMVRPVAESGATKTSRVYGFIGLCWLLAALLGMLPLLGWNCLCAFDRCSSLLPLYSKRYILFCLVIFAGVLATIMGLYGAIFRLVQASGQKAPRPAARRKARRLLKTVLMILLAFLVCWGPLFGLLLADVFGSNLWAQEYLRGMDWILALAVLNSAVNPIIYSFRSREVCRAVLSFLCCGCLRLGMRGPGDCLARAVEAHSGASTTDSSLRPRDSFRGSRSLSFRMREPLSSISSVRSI
EP2 modulator: EP2 receptor modulators, cAMP readout, primary screen, cell-based, HTRF cAMP, PGE2 stimulation | Prostaglandin E2 receptor EP2 subtype (Homo sapiens), P43116 | EP2-expressing cells, cAMP HTRF FRET, PGE2 co-stimulation | induction, % at 25 µM | 0.83% of 260,000 active;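 active = compounds whose cAMP rise, as percent of the full-agonist control response, exceeds 60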;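 note: rat C6 glioma line stably carrying human EP2 under a CMV promoter; the protocol text gives 20 µM as final concentration; 100% = response of wells given 1 µM PGE2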
Target sequence (P43116 whole entry, looked up): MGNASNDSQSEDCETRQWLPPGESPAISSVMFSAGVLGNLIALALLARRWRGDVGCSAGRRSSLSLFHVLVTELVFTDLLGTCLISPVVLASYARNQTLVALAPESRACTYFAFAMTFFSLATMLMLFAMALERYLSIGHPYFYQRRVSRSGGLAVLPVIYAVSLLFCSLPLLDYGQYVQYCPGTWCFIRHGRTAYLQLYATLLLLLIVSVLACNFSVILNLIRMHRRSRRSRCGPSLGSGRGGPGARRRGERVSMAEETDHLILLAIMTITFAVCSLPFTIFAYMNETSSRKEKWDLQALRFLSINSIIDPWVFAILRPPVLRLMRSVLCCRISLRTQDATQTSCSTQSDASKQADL
BaF3 parental: parental Ba/F3 cell viability inhibition, counter-screen for JAK2V617F inhibitor project, murine pro-B, CellTiter-Glo luminescence. AID 1486, 2009. CellTiter-Glo ATP luminescence. 1.1% of 220,000 active. inhibition, % at 5.6 µM;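 active = inhibition above a per-campaign cutoff, the mean inhibition of all tested compounds plus 3 SD, cut at about 27% in these data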;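 note: 0% = DMSO wells and 100% = JAK Inhibitor I control wells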
S1P4 antagonist: S1P4 receptor antagonists, primary screen, cell-based; Sphingosine 1-phosphate receptor 4 (Homo sapiens), O95977; S1P4-expressing cells, antagonist mode, reporter read-out; inhibition, % at 4.98 µM; 0.26% of 220,000 active; in the data active = inhibition above about 29%;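 note: 0% = wells stimulated with agonist and 100% = vehicle wells without agonist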
* = called active by the depositor; & = joins results of further samples.

How did O=C(Cc1ccc(F)cc1)Nc1ccc(S(=O)(=O)N2CCCCC2)cc1 do in these assays?
Ba/F3 V617F tox: -1; m-calpain inh: 42; PERK inh: -1.6; TRPML3 agonist: 2.1; zfTRPN1 agonist: 3.9; S1P4 agonist: 3.3; EP2 modulator: -55; BaF3 parental: 5; S1P4 antagonist: -5

What do the screens show for `CC1(C)Cc2ccccc2C(=O)N1`?
Ba/F3 V617F tox: 1; m-calpain inh: -30; PERK inh: 1.1; TRPML3 agonist: -0.4; zfTRPN1 agonist: 1.3; S1P4 agonist: -1.6; EP2 modulator: 11; BaF3 parental: 9; S1P4 antagonist: -5

How did COc1ccc(C/C(C)=N/NC(=O)c2ccc(Cl)cc2)cc1 do in these assays?
Ba/F3 V617F tox: -1; m-calpain inh: -25; PERK inh: 0.2; TRPML3 agonist: 0.4; zfTRPN1 agonist: 1.6; S1P4 agonist: 1.0; EP2 modulator: -52; BaF3 parental: 3; S1P4 antagonist: -16

How did O=C(O)CP(=O)(c1ccccc1)c1ccccc1 do in these assays?
Ba/F3 V617F tox: -5; m-calpain inh: 1; PERK inh: 0.8; TRPML3 agonist: 0.8; zfTRPN1 agonist: 0.3; S1P4 agonist: 0.0; EP2 modulator: 25; BaF3 parental: -1; S1P4 antagonist: -11

How did CCN(CC)c1ccc(/C=N/N2CCOCC2)cc1 do in these assays?
Ba/F3 V617F tox: 0; m-calpain inh: 28; PERK inh: 0.7; TRPML3 agonist: -0.6; zfTRPN1 agonist: 1.5; S1P4 agonist: -0.3; EP2 modulator: 0; BaF3 parental: 9; S1P4 antagonist: 3

How did O=C(NCc1cccnc1)c1cc(Sc2ccc(F)cc2F)nc2ccccc12 do in these assays?
Ba/F3 V617F tox: -2; m-calpain inh: 2; PERK inh: -0.9; TRPML3 agonist: 3.8; zfTRPN1 agonist: 10; S1P4 agonist: 1.1; EP2 modulator: 0; BaF3 parental: 3; S1P4 antagonist: -13

What do the screens show for `O=C(CSc1nnc(-c2ccccc2)n1C1CCCCC1)N1CCCC1`?
Ba/F3 V617F tox: 0; m-calpain inh: 17; PERK inh: -0.3; TRPML3 agonist: -0.3; zfTRPN1 agonist: 2.4; S1P4 agonist: -3.0; EP2 modulator: -4; BaF3 parental: 5; S1P4 antagonist: -3

Results for COc1ccc(CNC(=O)COC(=O)/C=C/c2ccc(S(=O)(=O)N3CCOCC3)cc2)cc1 ?
Ba/F3 V617F tox: -1; m-calpain inh: -21; PERK inh: 2.0; TRPML3 agonist: 0.9; zfTRPN1 agonist: 0.2; S1P4 agonist: 0.6; EP2 modulator: 3; BaF3 parental: 1; S1P4 antagonist: 15

Results for C=CCn1c(CCNC(=O)c2cccs2)nnc1SCC(=O)Nc1cccc(Cl)c1C ?
Ba/F3 V617F tox: 0; m-calpain inh: -2; PERK inh: -0.5; TRPML3 agonist: -0.4; zfTRPN1 agonist: -0.9; S1P4 agonist: 0.9; EP2 modulator: 7; BaF3 parental: 6; S1P4 antagonist: 0

How did COCCNc1oc(-c2ccc(F)cc2)nc1C#N do in these assays?
Ba/F3 V617F tox: 3; PERK inh: 0.4; TRPML3 agonist: 0.5; zfTRPN1 agonist: -1.2; S1P4 agonist: 0.8; BaF3 parental: 8; S1P4 antagonist: -11

How did Cn1c(NCCc2ccccc2)cc(=O)n(C)c1=O do in these assays?
Ba/F3 V617F tox: 0; m-calpain inh: 10; PERK inh: 1.6; TRPML3 agonist: 0.6; zfTRPN1 agonist: 1.6; S1P4 agonist: 3.3; EP2 modulator: 1; BaF3 parental: 0; S1P4 antagonist: -3

How did Cc1cc(S(=O)(=O)NC2CCN(Cc3ccccc3)CC2)c(C)cc1Cl do in these assays?
Ba/F3 V617F tox: 4; m-calpain inh: 21; PERK inh: -0.4; TRPML3 agonist: 0.5; zfTRPN1 agonist: -1.2; S1P4 agonist: 0.0; EP2 modulator: -25; BaF3 parental: 4; S1P4 antagonist: 10

What do the screens show for `Cc1ccsc1/C=N\NC(=O)CCc1c(C)n[nH]c1C`?
Ba/F3 V617F tox: 5; m-calpain inh: 20; PERK inh: 0.7; TRPML3 agonist: 0.6; zfTRPN1 agonist: 2.1; S1P4 agonist: 2.7; EP2 modulator: -4; BaF3 parental: 6; S1P4 antagonist: -9

How did CCCS(=O)(=O)N1CCC(C(=O)NCCCOC(C)C)CC1 do in these assays?
Ba/F3 V617F tox: -1; m-calpain inh: 10; PERK inh: 1.9; TRPML3 agonist: 0.0; zfTRPN1 agonist: -0.7; S1P4 agonist: 1.1; EP2 modulator: 11; BaF3 parental: 0; S1P4 antagonist: -4

Results for Cc1ccc(S(=O)(=O)c2ccc(Oc3cccc(C)c3)cc2)cc1 ?
Ba/F3 V617F tox: 1; m-calpain inh: 23; PERK inh: 1.1; TRPML3 agonist: -0.1; zfTRPN1 agonist: 0.7; S1P4 agonist: -1.4; EP2 modulator: 78*; BaF3 parental: 6; S1P4 antagonist: -9

Results for CCOC(=O)NC1(Nc2cccc(Cl)c2)Oc2ccccc2O1 ?
Ba/F3 V617F tox: -1; m-calpain inh: -4; PERK inh: 1.2; TRPML3 agonist: 0.3; zfTRPN1 agonist: 5.8; S1P4 agonist: -1.1; EP2 modulator: 26; BaF3 parental: 6; S1P4 antagonist: -1

Results for Cc1ccc(N/C=C2\CCCCC2=O)nc1 ?
Ba/F3 V617F tox: 2; m-calpain inh: -13; PERK inh: 0.0; TRPML3 agonist: -0.1; zfTRPN1 agonist: -0.4; S1P4 agonist: 1.5; EP2 modulator: 19; BaF3 parental: 7; S1P4 antagonist: 3

What do the screens show for `CCN(CC)C(=O)C(=O)Nc1ccc(OCc2ccccc2)cc1`?
Ba/F3 V617F tox: -1; m-calpain inh: 3; PERK inh: 0.0; TRPML3 agonist: 1.1; zfTRPN1 agonist: -0.5; S1P4 agonist: 0.0; EP2 modulator: -4; BaF3 parental: 4; S1P4 antagonist: -2

How did O=c1cc(-c2ccccc2)nc(SCc2ccccc2F)[nH]1 do in these assays?
Ba/F3 V617F tox: 4; m-calpain inh: 12; PERK inh: 1.5; TRPML3 agonist: 0.2; zfTRPN1 agonist: 2.2; S1P4 agonist: 0.8; EP2 modulator: 36; BaF3 parental: 11; S1P4 antagonist: -15

What do the screens show for `C/C(=N\NC(=O)c1ccccc1)c1ccccc1Br`?
Ba/F3 V617F tox: 0; m-calpain inh: 4; PERK inh: -0.1; TRPML3 agonist: 0.0; zfTRPN1 agonist: 0.0; S1P4 agonist: 1.0; EP2 modulator: 15; BaF3 parental: 6; S1P4 antagonist: -17

How did CCN(CC)S(=O)(=O)c1cccc(C(=O)Oc2cccnc2)c1 do in these assays?
Ba/F3 V617F tox: 5; m-calpain inh: 18; PERK inh: -0.1; TRPML3 agonist: 0.7; zfTRPN1 agonist: 1.7; S1P4 agonist: -0.4; EP2 modulator: -38&-26; BaF3 parental: 2; S1P4 antagonist: 9

How did COc1ccccc1CN1CCNC(=O)C1CC(=O)NCCCn1cccn1 (stereo not given) do in these assays?
Ba/F3 V617F tox: 2; m-calpain inh: 5; PERK inh: -0.7; TRPML3 agonist: 0.6; zfTRPN1 agonist: 1.1; S1P4 agonist: 0.0; EP2 modulator: 11; BaF3 parental: 2; S1P4 antagonist: 6

What do the screens show for `O=c1[nH][nH]cc1C=Nc1ccc(Oc2ccccc2)cc1`?
Ba/F3 V617F tox: -1; m-calpain inh: 4; PERK inh: 2.0; TRPML3 agonist: 0.7; zfTRPN1 agonist: -0.5; S1P4 agonist: -0.3; EP2 modulator: -5; BaF3 parental: 7; S1P4 antagonist: -7

Results for COC(=O)c1nnn(-c2ccsc2C(=O)OC)c1C(=O)OC ?
Ba/F3 V617F tox: 4; m-calpain inh: 0; PERK inh: 0.9; TRPML3 agonist: 0.0; zfTRPN1 agonist: -0.6; S1P4 agonist: 2.0; EP2 modulator: 11; BaF3 parental: 9; S1P4 antagonist: 4

How did Cc1ccccc1-n1c(SC(C)C(N)=O)nnc1-c1cccnc1 (stereo not given) do in these assays?
Ba/F3 V617F tox: -6; m-calpain inh: 1; PERK inh: 1.2; TRPML3 agonist: -0.2; zfTRPN1 agonist: -0.3; S1P4 agonist: -0.7; EP2 modulator: 20; BaF3 parental: 0; S1P4 antagonist: 2

How did Cc1ccccc1N(C(=O)c1cccs1)c1nc2ccccc2s1 do in these assays?
Ba/F3 V617F tox: -2; m-calpain inh: -14; PERK inh: -0.1; TRPML3 agonist: 0.2; zfTRPN1 agonist: -0.4; S1P4 agonist: 1.6; EP2 modulator: -21; BaF3 parental: 4; S1P4 antagonist: 8

What do the screens show for `Cc1ccccc1Nc1nc(N)nc(CSc2nnc(C)n2C)n1`?
Ba/F3 V617F tox: -5; m-calpain inh: 24; PERK inh: 1.5; TRPML3 agonist: -0.8; zfTRPN1 agonist: -0.3; S1P4 agonist: 1.5; EP2 modulator: -12; BaF3 parental: 5; S1P4 antagonist: -3

What do the screens show for `Cc1oc(C)c2c(=O)ccc3c(c12)OC(N)=C(C#N)C3c1ccccc1Cl` (stereo not given)?
Ba/F3 V617F tox: -2; m-calpain inh: -39; PERK inh: 0.7; TRPML3 agonist: 1.8; zfTRPN1 agonist: 2.4; S1P4 agonist: 1.4; EP2 modulator: 23; BaF3 parental: 4; S1P4 antagonist: 0

What do the screens show for `COc1ccc(C(CC(=O)O)NC(=O)Nc2ccccc2)cc1OC` (stereo not given)?
Ba/F3 V617F tox: -2; m-calpain inh: -29; PERK inh: 0.8; TRPML3 agonist: 0.6; zfTRPN1 agonist: 1.3; S1P4 agonist: 1.0; EP2 modulator: 18; BaF3 parental: 7; S1P4 antagonist: -4

Entries above that contain a cyano group, in the order listed:
How did COCCNc1oc(-c2ccc(F)cc2)nc1C#N do in these assays?
Ba/F3 V617F tox: 3; PERK inh: 0.4; TRPML3 agonist: 0.5; zfTRPN1 agonist: -1.2; S1P4 agonist: 0.8; BaF3 parental: 8; S1P4 antagonist: -11

What do the screens show for `Cc1oc(C)c2c(=O)ccc3c(c12)OC(N)=C(C#N)C3c1ccccc1Cl` (stereo not given)?
Ba/F3 V617F tox: -2; m-calpain inh: -39; PERK inh: 0.7; TRPML3 agonist: 1.8; zfTRPN1 agonist: 2.4; S1P4 agonist: 1.4; EP2 modulator: 23; BaF3 parental: 4; S1P4 antagonist: 0
